# From PubChem BioAssay
# XIAP antagonists = small molecules displacing peptide from XIAP – biochemical, IAP family, fluorescence polarization (AID 1018) | displacement, % at 20 µM; hits with a dose series show IC50 in µM | 200,000 compounds, 0.007% hits | XIAP BIR domain, fluorescence polarization peptide displacement; higher % means a stronger effect; in the data active = displacement above about 50%; note: a part of the inactive calls stands beside numbers as strong as those of hits
# WT yeast gro inh = growth inhibition of WT yeast, mitochondrial fusion screen | mitochondrial fusion phenotypic screen, WT strain | inhibition, % at 10 µM | 190,000 compounds, 2.1% hits | AID 1362; in the data active = inhibition above about 58%; tested in S. cerevisiae
# Insulin prom up = MIN6 insulin promoter up-regulation; MIN6 insulin promoter-GFP reporter, high-content imaging; stronger effect = higher value; z-score at 5 µM; 190,000 compounds, 0.3% hits; AID 1625;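 active = z-score above 3 at 5 µM with at least 500 cells counted in the well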
# CSM14.1 death rescue = protection against thapsigargin-triggered cell killing – 384-well, CSM14.1, ATP luminescence, primary screen (AID 1222) | CSM14.1 thapsigargin-induced death rescue, ATP luminescence; higher % means a stronger effect | cellular ATP content (survival), % at 20 µM, or EC50 in µM where a hit was titrated | 190,000 tested, under 10 active;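 active = EC50 below 50 µM in the dose-response confirmation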;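 note: death triggered by thapsigargin at about 15 µM added after 2 h compound pretreatment; cell ATP read after overnight thapsigargin exposure of roughly 18 to 22 hours; normalized against plate controls of thapsigargin alone and 5% DMSO vehicle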
# Autophagy HCS = alters autophagy in cells; MEF GFP-LC3 puncta imaging; test concentration mostly 10 µM; calls only at 10 µM (by protocol); 190,000 compounds, 0.98% hits; AID 463193;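 active = percentage of spot-positive cells more than 3 SD above its plate mean, without a fluorescence outlier flag or 80% toxicity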;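 note: spot-positive cell cutoff set from DMSO-treated cells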
# MT stabilize HCS = stabilizes microtubules in HeLa cells; HeLa tubulin immunostaining HCS, 24 h; share of cells brighter than vehicle mean+2SD; % tubulin-high responders, % at 10 µM; 200,000 compounds, 0.83% hits;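 active = plate Z-score above 3 for both tubulin-high and condensed-nucleus cell shares, with cell loss under 80%, at 10 µM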;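 note: anti alpha tubulin signal scored within the nucleus-defined area of each cell; some results filed as inactive read as strong as hits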
# Lipid droplet = modulators of hepatic lipid droplet formation; AML12 mouse hepatocytes, oleate lipid droplets, BODIPY imaging; inhibition, % at 6.5 µM; 240,000 compounds, 0.4% hits; AID 1656;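 active = lipid droplet intensity inhibited by at least 50%, with more than 500 cells counted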
#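 Material – AML12 mouse liver cells · Also added – oleate loading, 100 µM · Compound dosing – 6.5 µM single-point dosing · Times – overnight treatment with compound plus oleate · Measured by – fluorescence imaging, 20x objective, two fields per well · Read-out – percent inhibition of filter-corrected integrated lipid droplet intensity per well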
# Dynein transport = dynein cargo transport inhibition; 3617.4 mouse cells, GR-EGFP nuclear translocation imaging; test concentration mostly 20 µM; stimulated with dexamethasone, 1 µM; stronger effect = lower value; z-score, hits read low; 220,000 compounds, 0.47% hits;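 active = plate z-score of nuclear minus cytoplasmic receptor signal below a set negative limit, without overly bright fluorescence or cell loss, cut at about -3.5 in these data, passing the limit was not always enough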;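 note: z-score of nuclear minus cytoplasmic ring GR-EGFP intensity difference per well; some compounds called inactive have numbers as strong as hits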
#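 Schedule: 48 h induction, then 1 h compound, then 30 min agonist, 37 °C. Buffer or medium: tetracycline-free induction medium containing charcoal-stripped FBS. Reagent: 1.0 µM final dexamethasone stimulus. Evaluation: nuclear versus cytoplasmic GR-EGFP signal, averaged per well. Signal: high-content fluorescence imaging after fixation.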
# b-catenin transl = modulators of beta-catenin nuclear translocation. HeLa beta-catenin nuclear translocation, immunofluorescence imaging. nuclear translocation activity, % at 5 µM. 190,000 compounds, 0.3% hits. AID 1665;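 active = nuclear translocation activity above 50% at 5 µM, with a well cell count of 50 or more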;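 note: per-cell ratio of nuclear to cytoplasmic median beta-catenin stain intensity; plate controls were DMSO negative control for no effect and GSK-3 inhibitor IX positive control for full effect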
#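 Read-out: Nuclear/cytoplasmic beta-catenin signal ratio, % activation | Assay system: Human HeLa cell line | Times: 24 h compound exposure at 37°C, 5% CO2 | Signal: Fluorescence imaging of beta-catenin antibody stain plus DAPI | Dosing: 5 µM primary, 0.02–20 µM confirmation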
# WT yeast gro inh mutant strain = second read-out of WT yeast gro inh, no call of its own (marks repeat the call); inhibition, %; mitochondrial fusion phenotypic screen, mutant strain inhibition
# Dynein transport cytoplasmic EGFP = further read-out of Dynein transport, marked with its call; z-score; measured here: cytoplasmic GR-EGFP intensity; stronger effect = higher value
# Dynein transport nuclear GR-EGFP = further read-out of Dynein transport, marked with its call; z-score; measured here: nuclear GR-EGFP intensity;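 lower value marks the stronger effect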
# Dynein transport cell count = recorded beside Dynein transport, whose call it bears; z-score; measured here: cell count per field
# Insulin prom up cell count = further read-out of Insulin prom up, marked with its call; cell count; measured here: cytotoxicity, nuclei count;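 total cells summed across four imaged fields per well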
# Lipid droplet cells 6.5 µM = also measured in Lipid droplet; calls as there; cell count; measured here: cell count, cytotoxicity flag;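 cells counted across two imaged fields per well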
# b-catenin transl cell count 5 µM = second read-out of b-catenin transl, no call of its own (marks repeat the call); cell count; measured here: cell count, cytotoxicity flag
# MT stabilize HCS Hoechst-high % = also measured in MT stabilize HCS; calls as there; % Hoechst-high responders; measured here: nuclear condensation Hoechst responders;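 share of cells brighter than vehicle mean plus two SD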
# MT stabilize HCS cytotoxicity % = also measured in MT stabilize HCS; calls as there; toxicity, %; measured here: cytotoxicity by cell density;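 0% = mean cell density of plate MIN control wells and 100% = no cells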
# Autophagy HCS cell loss 18 h = recorded beside Autophagy HCS, whose call it bears; toxicity, %; measured here: cell loss, nuclei count;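 cell loss after 18 h compound exposure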
# * = called active by the depositor; i = inactive; . = no result given. Compounds were not picked by outcome; 4% or so of the library scored in one or more.
Compound,XIAP antagonists,WT yeast gro inh,WT yeast gro inh mutant strain,Insulin prom up,Insulin prom up cell count,CSM14.1 death rescue,Autophagy HCS,Autophagy HCS cell loss 18 h,MT stabilize HCS,MT stabilize HCS Hoechst-high %,MT stabilize HCS cytotoxicity %,Lipid droplet,Lipid droplet cells 6.5 µM,Dynein transport,Dynein transport cytoplasmic EGFP,Dynein transport nuclear GR-EGFP,Dynein transport cell count,b-catenin transl,b-catenin transl cell count 5 µM
CC(C)OC(=O)C1C(=O)CC(C)(O)C(C(=O)OC(C)C)C1c1ccccc1 (stereo not drawn),-6.6%,5,-12,-0.12,1125,.,i,-11,3.0,2.4,5.1,-4,692,-1.3,-0.17,-0.63,0.77,2.5,1081
Fc1ccc(NC2=NCCCCC2)cc1,-4.5%,10,-1,-0.69,1381,-0.6%,i,-5,1.4,1.4,9.3,0,714,0.44,-0.13,0.13,0.23,2.2,1025
O=C(CSc1nnc(-c2ccncc2)n1Cc1ccco1)c1ccc(Cl)cc1,-7.5%,.,.,.,.,-1.8%,i,-4,4.9,2.0,7.7,-28,672,0.27,-0.16,-0.037,-0.87,.,.
Cn1c(=O)oc2cc(S(=O)(=O)NCCN3CCN(c4ccccc4)CC3)ccc21,-3.0%,-2,1,-0.83,926,-0.7%,i,-5,1.9,4.1,10,.,.,-1.1,-0.27,-0.52,1.2,.,.
CCOc1ccc(-c2nnn(CC(=O)NCc3ccccc3)n2)cc1,-6.0%,4,-12,0.14,1324,-1.3%,i,-6,4.8,2.6,8.9,-8,701,-0.1,-0.24,-0.63,0.034,2.7,1063
COc1ccc2oc(-c3ccccc3)c(C(=O)N3CCOCC3)c2c1,-2.1%,2,-6,1.1,1282,-0.5%,i,13,2.4,2.5,8.9,.,.,-0.52,-0.22,-0.097,0.29,-4.0,777
CCN(CC)C(=O)c1sc(N)c(C#N)c1C,-0.9%,6,14,0.27,1180,2.5%,i,-13,3.1,2.7,14,.,.,0.22,-0.23,0.29,0.71,-5.5,1000
CN1CCN(C(=O)C2CC(c3ccc(F)cc3)=NO2)CC1 (stereo not drawn),-0.5%,-1,1,0.67,840,-2.4%,i,7,4.5,4.3,1.6,.,.,-0.074,-0.23,0.24,0.45,.,.
Cc1ccc(CS(=O)(=O)c2nsc(C)c2C#N)cc1,-8.7%,-5,8,-0.14,1249,-1.0%,i,-2,3.3,2.1,5.3,-28,681,0.35,-0.01,0.24,-1.6,-5.3,1098
Cc1nnc(SCC(=O)NCc2ccco2)[nH]c1=O,-8.3%,-2,5,0.7,1718,-1.8%,i,40,6.4,3.5,8.4,-15,684,1.6,-0.34,1,-1.3,-1.4,1015
Cc1cc2nc(N3C(=O)CNC3=S)sc2cc1C,-2.2%,40,27,-0.35,1457,-3.9%,i,-13,2.3,1.9,18,-3,730,0.21,-0.36,-0.51,0.79,4.7,1025
COCCn1c(C)cc(C2=NNC(=NC(C)(C)C)SC2)c1C,-4.5%,-12,7,-0.14,1054,-0.7%,i,18,3.1,2.3,6.8,-4,707,-0.08,-0.28,0.23,0.15,1.5,952
Cc1cc(C)n2nc(C(=O)N/N=C/c3cccs3)nc2n1,-9.5%,-3,-8,0.03,1595,-1.0%,i,11,2.6,1.0,5.3,4,753,0.33,-0.24,0.55,0.079,0.5,956
O=C(NCc1ccc(Cl)cc1)c1csc(-c2cccnc2)n1,.,.,.,-0.76,1058,.,.,.,.,.,.,-7,649,0.83,0.08,1.2,-0.18,-0.9,1335
CCCc1nc(SCC(=O)Nc2cc(C)on2)c2c(=O)n(C)c(=O)n(C)c2n1,-3.4%,-1,-7,-0.94,974,1.3%,.,.,3.1,3.1,4.8,.,.,-0.94,-0.31,-0.48,1.5,0.9,1104
Cc1ccc(NC(NC(=O)c2ccccc2[N+](=O)[O-])C(Cl)(Cl)Cl)cc1 (stereo not drawn),-8.1%,3,6,0.07,1261,-1.5%,i,7,2.0,2.6,2.7,-2,678,-0.6,-0.25,-0.44,0.83,-0.6,819
COc1ccc(Cn2c(CCC(=O)Nc3ccc(CC#N)cc3)nc3cccnc32)cc1,-2.1%,-2,4,-0.72,1366,-1.6%,i,10,2.8,2.6,15,.,.,-1.5,-0.39,-0.61,1.1,-1.7,1353
CCn1cc(Cl)c(C(=O)NNC(=O)CCn2nc(C)c([N+](=O)[O-])c2C)n1,-3.7%,-20,-5,0.07,1291,-0.4%,i,-4,2.7,1.8,7.6,0,591,-0.49,-0.29,-0.41,0.15,.,.
COc1ccc(CCNC(=O)C2CCCN(S(C)(=O)=O)C2)cc1OC (stereo not drawn),-5.4%,-5,9,-0.48,1197,-2.2%,i,1,1.5,1.0,6.8,0,757,-0.85,-0.37,-0.2,1.1,-1.2,955
Fc1ccc(Nc2nc(Oc3ccccc3F)nc(N3CCCC3)n2)cc1,-4.0%,8,-20,0.58,801,-3.5%,i,-5,1.5,1.9,11,-10,733,-0.69,-0.19,-0.22,0.19,-5.3,1176

# Brought forward from above: two entries, then new ones.
Compound,XIAP antagonists,WT yeast gro inh,WT yeast gro inh mutant strain,Insulin prom up,Insulin prom up cell count,CSM14.1 death rescue,Autophagy HCS,Autophagy HCS cell loss 18 h,MT stabilize HCS,MT stabilize HCS Hoechst-high %,MT stabilize HCS cytotoxicity %,Lipid droplet,Lipid droplet cells 6.5 µM,Dynein transport,Dynein transport cytoplasmic EGFP,Dynein transport nuclear GR-EGFP,Dynein transport cell count,b-catenin transl,b-catenin transl cell count 5 µM
COc1ccc(CCNC(=O)C2CCCN(S(C)(=O)=O)C2)cc1OC (stereo not drawn),-5.4%,-5,9,-0.48,1197,-2.2%,i,1,1.5,1.0,6.8,0,757,-0.85,-0.37,-0.2,1.1,-1.2,955
Fc1ccc(Nc2nc(Oc3ccccc3F)nc(N3CCCC3)n2)cc1,-4.0%,8,-20,0.58,801,-3.5%,i,-5,1.5,1.9,11,-10,733,-0.69,-0.19,-0.22,0.19,-5.3,1176
COC(=O)CCCC1=CC2=CC(=O)C(C)(OC(=O)c3cccs3)C(=O)C2=CN1Cc1ccccc1 (stereo not drawn),.,.,.,2.5,747,.,.,.,.,.,.,12,700,2.2,-0.66,1.3,-1.3,2.5,1037
CCOCC(=O)Nc1nc(C)cc(C)n1,-4.7%,-6,-14,0.05,1389,-2.4%,i,9,1.7,3.7,9.7,-9,773,-0.4,-0.32,-0.59,1,.,.
OC(c1ccc(Cl)cc1)c1nnc(-c2ccccc2)o1 (stereo not drawn),-4.1%,10,9,-0.52,1300,-0.7%,i,0,5.7,4.1,7.5,.,.,-0.39,-0.19,-0.8,-0.36,-2.6,1063
COc1ccc(-c2nnc(N(C)C(=O)c3cccnc3)s2)cc1,0.0%,-2,19,0.4,1366,-4.2%,i,-10,2.9,2.8,2.6,.,.,-0.18,-0.23,0.067,0.3,-2.4,940
Cc1ccc2nc(NCCCN3CCOCC3)c(C=NCCCN3CCOCC3)c(=O)n2c1,-2.2%,11,-25,-0.32,1929,-2.6%,i,4,3.0,2.7,13,4,642,0.099,-0.29,0.39,0.8,-0.9,1087
C=C(C)CSc1nnc(-c2ccccc2)n1N,-5.3%,24,29,-1.2,1028,0.3%,i,3,11,1.4,8.2,0,741,1.3,-0.15,0.97,1.7,-3.8,1196
C[C@@H](C(=O)O)[C@H]1C[C@]1(C)[C@H](NC(=O)OCc1ccccc1)c1ccccc1,-14%,6,-10,1.5,924,2.0%,i,-5,2.4,2.9,8.4,-15,637,-0.25,-0.27,0.35,0.31,-1.8,533
CCCCN(C)Cc1c(C)[nH]c2c(Cl)cccc2c1=O,0.7%,5,-14,0.72,1541,-2.0%,i,3,2.3,3.1,4.4,-52,620,-0.87,0.4,-0.55,0.75,0.8,1008
O=C(Cc1ccsc1)N1CCc2c([nH]c3ccccc23)C1c1ccccn1 (stereo not drawn),-7.1%,2,-1,0.58,1436,0.2%,i,3,3.1,1.7,8.6,-12,702,0.11,-0.22,0.0015,0.4,0.5,956
CC(=O)Nc1ccc(NC(=O)CN(C)CCC#N)cc1,3.1%,-2,9,-0.16,1292,-2.0%,i,1,1.8,4.3,7.1,.,.,2.2,0.099,1.8,-1,-6.6,994
c1ccc(-c2nc(N3CCCC3)nc3ccccc23)cc1,-8.9%,12,10,0.59,1706,-2.3%,i,16,2.0,1.2,5.4,3,693,-0.97,-0.31,-0.3,0.53,-0.6,850
COc1ccc2nc(N/C(N)=N/C(=S)Nc3cccc(C)c3)nc(C)c2c1,-3.8%,27,19,-0.81,716,-1.4%,i,6,1.4,1.8,4.5,0,751,.,.,.,.,-2.3,1312
COc1ccccc1NC(=O)COc1ccc(CO)cc1Cl,-0.8%,0,-5,0.78,1276,-2.3%,i,-13,2.7,1.6,4.1,-1,760,-0.23,-0.24,-0.75,0.44,1.3,915
Cc1cc(NC(=O)c2ccc3c(c2)OCO3)ccc1NC(=O)c1ccco1,-8.8%,3,18,.,.,-1.8%,i,19,3.9,2.1,6.6,-6,731,-0.2,-0.2,-0.38,0.78,.,.
